GLS inhibitor: glutaminase GLS (human) inhibition | O94925 | GLS enzymatic activity, qHTS titration | Potency, µM (titrated, usually from 45.5 µM), for inactives: top-dose activity change, negative = inhibition, usual class: inhibitors | 410,000 compounds, 0.21% hits | AID 624170; further: on the % scale 0 is the no-effect control and ±100 the full control effect
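Coupled fluorescence readout: glutamate oxidase/HRP/Amplex Red detect glutamate formed by hKGA from L-glutamine (1 mM solution added). Buffer 45 mM KH2PO4 pH 8.2, 0.02% Tween-20; reads at t0 and 30 min RT.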
G9a block: blocks human histone lysine methyltransferase G9a | G9a H3K9 monomethylation, AlphaScreen, 2 h | Q96KQ7 | Potency, µM (series often up to 102 µM), without a hit: at the top dose activity, negative = inhibition, actives largely listed as inhibitors | 350,000 compounds, 8.8% hits; further: on the % scale 0 is the no-effect control and ±100 the full control effect; nearly all actives have a fitted effect of over 75% in size
Target sequence (Q96KQ7 913-1193 limits assumed): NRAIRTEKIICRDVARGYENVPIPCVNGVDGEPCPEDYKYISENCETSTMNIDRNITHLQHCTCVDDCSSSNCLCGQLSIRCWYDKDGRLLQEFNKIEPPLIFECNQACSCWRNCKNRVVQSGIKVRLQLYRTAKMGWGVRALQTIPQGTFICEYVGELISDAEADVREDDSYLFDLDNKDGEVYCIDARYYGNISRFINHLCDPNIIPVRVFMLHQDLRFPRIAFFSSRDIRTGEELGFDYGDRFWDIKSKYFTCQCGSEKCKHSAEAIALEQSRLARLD
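Using a bead-based AlphaScreen, monomethylated H3K9 product from 2 h room-temperature reactions (G9a 20 nM, peptide 500 nM, SAM 20 uM) was detected with 0.5 ug/mL rabbit anti-H3K9me1 antibody.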
Pin1 inhibitor: inhibitors of human Pin1; 390,000 compounds, 0.009% hits; Potency, µM (top dose mostly 115 µM), for the others: at the highest dose activity, negative = inhibition, hits mostly inhibitors; AID 504891; Pin1 FP peptide displacement, HiFluor488, 10 min; active means well fitted inhibition curve with a large enough effect in the polarisation, with a control signal flat, not every such curve was filed as active; inconclusive means small, poorly fitted or top-dose-only effect, or effect the other way, or a change in a side signal; inactive means no such curve, though single readings can be large or run the other way; the % refers to the polarisation; further: on the % scale 0 is the no-effect control and ±100 the full control effect
BLM inh: blocks DNA unwinding by human BLM helicase. P54132. AID 2528. 350,000 compounds, 0.2% hits. recombinant BLM DNA unwinding, fluorescence dequenching. Potency, µM (doses to about 56.1 µM), for the others: at the highest dose activity change, negative = inhibition, actives largely listed as inhibitors;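 further: plate controls were vehicle for no effect and no enzyme for full effect; nearly all actives have a fitted effect of over 35% in size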
HP1b binding inh: HP1-beta chromodomain-methylated histone interaction inhibition; AlphaScreen HP1-beta / biotin-H3K9me3 peptide binding; Potency, µM (titrated, usually from 114 µM), for inactives: at the highest dose activity change, negative = inhibition, most hits filed as inhibitors; 390,000 compounds, 0.56% hits; further: nearly all actives have a fitted effect of over 70% in size; inactives centre near 23
Target sequence (P83916 whole entry, looked up): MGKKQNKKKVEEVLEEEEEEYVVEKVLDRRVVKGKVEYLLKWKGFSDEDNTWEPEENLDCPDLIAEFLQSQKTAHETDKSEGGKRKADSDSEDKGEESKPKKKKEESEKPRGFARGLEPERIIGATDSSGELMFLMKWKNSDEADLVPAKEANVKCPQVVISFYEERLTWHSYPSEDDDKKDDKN
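Compound inhibition of the preformed complex between 50 nM HP1-beta and 50 nM biotinylated H3K9me3 peptide was read by AlphaScreen. Buffer was PBS pH 7.4 with 0.01% Tween-20. Incubations ran 30 min at room temperature, with 10 ug/mL donor/acceptor beads.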
BAZ2B inh: inhibitors of human BAZ2B bromodomain | Potency, µM (highest dose often 114 µM), without a hit: at the top dose activity change, negative = inhibition, most hits filed as inhibitors | Q9UIF8 | 360,000 compounds, 4.4% hits | AlphaScreen BAZ2B-H3K14Ac peptide displacement; further: on the % scale 0 is the no-effect control and ±100 the full control effect; nearly all actives have a fitted effect of over 60% in size
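Multi-concentration screen (max 110 uM) measuring displacement of acetylated histone H3 peptide from BAZ2B by AlphaScreen, using 50 nM protein, 50 nM peptide and 10 ug/mL streptavidin donor plus Ni-chelate acceptor beads.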
JMJD2A Tudor inh: JMJD2A Tudor domain (human) inhibition. O75164. AlphaScreen JMJD2A-Tudor / H3K4me3 peptide binding. Potency, µM (doses to about 114 µM), for the others: at the top dose activity change, negative = inhibition, hits mostly inhibitors. 390,000 compounds, 4.4% hits; further: on the % scale 0 is the no-effect control and ±100 the full control effect; nearly all actives have a fitted effect of over 50% in size
Pol iota inh: DNA polymerase iota (human) inhibition | 390,000 compounds, 1% hits | Potency, µM (series often up to 115 µM), inactives show at the highest dose activity, negative = inhibition, hits mostly inhibitors | Q9UNA4 | Pol iota fluorescent replication assay, 10 min
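Fluorescent replication assay read twice, at 0 min and 10 min after adding 50 nM (final) substrate. Enzyme (10 nM) and compounds were first incubated 15 min at room temperature; enzyme-free buffer wells were negative controls.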
Tb PGK inh: T. brucei PGK inhibition. Potency, µM (top dose mostly 57.5 µM), inactives show at the top dose activity change, negative = inhibition, most hits filed as inhibitors. 380,000 compounds, 0.043% hits. PGK/GAPDH coupled, Kinase-Glo luminescence, 60 min. P07378; further: on the % scale 0 is the no-effect control and ±100 the full control effect; nearly all actives have a fitted effect of over 60% in size
Target sequence (P07378 whole entry, looked up): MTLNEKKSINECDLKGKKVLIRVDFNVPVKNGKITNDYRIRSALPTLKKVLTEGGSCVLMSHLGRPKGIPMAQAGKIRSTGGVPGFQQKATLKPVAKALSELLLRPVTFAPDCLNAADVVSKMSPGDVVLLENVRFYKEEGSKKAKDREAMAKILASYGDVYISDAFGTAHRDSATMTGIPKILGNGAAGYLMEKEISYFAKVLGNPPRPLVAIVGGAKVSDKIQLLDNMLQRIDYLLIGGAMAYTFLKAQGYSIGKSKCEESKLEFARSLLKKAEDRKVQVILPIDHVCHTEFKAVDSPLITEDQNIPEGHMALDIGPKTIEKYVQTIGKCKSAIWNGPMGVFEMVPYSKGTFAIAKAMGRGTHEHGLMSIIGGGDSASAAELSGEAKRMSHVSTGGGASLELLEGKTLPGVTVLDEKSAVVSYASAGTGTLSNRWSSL
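Luminescent ATP detection (Kinase-Glo Plus) follows a 60-minute room-temperature incubation, with wells lacking PGK as controls. Buffer: 100 mM TEA (pH 7.6), 5 mM MgCl2, 0.01% Tween-20. Coupling enzyme GAPDH (100 nM final) supplies unstable 1,3-BPG in-well.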
Active calls of the source: *; i = inactive; ? = inconclusive; nt = not tested or not shown; [ ] = dose if it differs, or a comment. Unless noted, the call rests on the fitted dose curve; in most records, active means well fitted curve in the direction sought with a large enough effect; inconclusive means small, poorly fitted or top-dose-only effect, or another doubt; inactive means no such curve, though single readings can be large; an effect the other way counts as inactive or inconclusive. Potency means the concentration at half of the fitted maximal effect. A portion of the library; rates above refer to the full screens.

nr	SMILES	GLS inhibitor	G9a block	Pin1 inhibitor	BLM inh	HP1b binding inh	BAZ2B inh	JMJD2A Tudor inh	Pol iota inh	Tb PGK inh
1	CCCCn1c(-c2ccccc2C)nc2cc3[nH]c(=O)c(C(C)C)nc3cc21	-4%	?	10%	-12%	73%[activator]	-5%	-26%	61%[activator]	-4%
2	Cc1c(C(=O)N(C)C)sc2c1c(=O)n(-c1ccc(Cl)c(Cl)c1)c(=O)n2CC(=O)Nc1ccc(Br)cc1F	nt	-1%[59 µM]	3%	0%	51%[activator]	-1%	-16%	-14%	nt
3	Cc1ccc(NC(=O)COc2ccc(N(C)C(=O)C(C)(C)C)cc2)cc1S(=O)(=O)N1CCCCC1	-1%	nt	22%	nt	16%	nt	-27%	17%	-7%
4	CN(CC(=O)Nc1cc(Cl)ccc1C#N)C1CCS(=O)(=O)C1 (stereo unspecified)	2%	-12%[12.7 µM]	6%	nt	37%	2%	-3%	30%	-8%
5	O=C(c1ccco1)N1CCN(S(=O)(=O)c2ccc(Cl)cc2)CC1	1%	21%[0.501 µM]	4%	-6%	36%[activator]	6%	-22%	81%[activator]	i
6	COC(=O)c1cc(OC)c(OC)cc1NC(=S)NC(=O)c1ccco1	-7%	?	6%	1%	24%	-16%	-3%	29%	-8%
7	CCOc1ccc(C2C3=C(Nc4nc(N)[nH]c(=O)c42)c2ccccc2C3=O)cc1 (stereo unspecified)	13%	8%[59 µM]	-12%	-8%	-13%	-30%	?	15%	-10%
8	COC(=O)c1cc2c(C)[nH]c(C)c2cc(C(=O)OC)c1=O	0%	23%[59 µM]	-11%	-8%	21%	-37%	-15%	12%	-3%
9	CC(C(=O)OCC(=O)c1ccccc1)N1C(=O)c2ccccc2C1=O (stereo unspecified)	-18%	0%	0%	-1%	-9%	0%	-9%	158%[activator]	i
10	Cc1ccc(-n2nc(C(=O)NCc3ccco3)c3c4ccccc4n(C)c3c2=O)cc1	-8%	-8%[59 µM]	15%	-9%	33%	-1%	-11%	-8%	-7%
11	O=C(O)c1ccc(NC(=O)c2cccc(C(=O)Nc3ccc(C(=O)O)cc3)n2)cc1	-8%	22µM*	?	-4%	58%	-34%	?	-23%	nt
12	O=C(Nc1ccc(OC(F)(F)F)cc1)c1ccc2c(c1)no[n+]2[O-]	-7%	nt	-2%	nt	-5%	nt	-12%	122%[activator]	i
13	CCC12CN3CCN(CC(C3)/C1=N\NC(=O)c1ccc(Cl)cc1)C2	15%	-3%	0%	-1%	7%	nt	-16%[11.4 µM]	76%[activator]	i
14	O=C(CCCC(=O)NN=Cc1ccc(Cl)cc1Cl)NN=Cc1ccc(Cl)cc1Cl	7%	nt	4%	nt	9%	nt	-14%	19%	i
15	S=C(NCCc1ccc(Cl)cc1)NC1CC1	2%	-7%	1%	-3%	40%[activator]	?	-13%	-8%	-6%
16	CCCc1nnc(NC(=O)CSc2nc3ccccc3[nH]2)s1	-11%	-13%	-2%	-4%	32%	?	-2%	24%	2%
17	N=C1C=CC=C2C1=NC1(CCCCC1)N2O	-18%	?	0%	-15%	?	45µM*	?	106%[activator]	-14%
18	COc1ccc(Cl)cc1N/C(N)=N/c1nc(CSc2ccc(C)cc2)cc(=O)[nH]1	-10%	-41%[59 µM]	4%	-1%	9%	20%	-25%	25%	-7%
19	NC(=O)CSc1nc2cc3c(cc2c(=O)n1CCCCCC(=O)NCc1ccc2c(c1)OCO2)OCO3	0%	4%[59 µM]	1%	1%	5%	0%	-11%	15%	1%
20	CCOC(=O)CCc1c(C)nc2ncnn2c1C	-3%	28%[59 µM]	0%	-11%	?	10%	-4%	5%	i
21	CC(NC(=O)COc1ccccc1)C(=O)NC1=NCCS1 (stereo unspecified)	13%	6%[59 µM]	-15%	-4%	31%	-18%	-23%	4%	-10%
22	CC1CCC(C(C)C)C(OC(=O)COC(=O)c2cc(O)ccc2N)C1 (stereo unspecified)	4%	10µM*	?	-13%	16%	?	?	7%	-8%
23	Cn1c(NC(=O)c2ccccc2)cc(=O)n(C)c1=O	3%	-37%	6%	2%	24%	-3%	-2%	3%	-6%
24	Cn1c(C(=O)N2CCCC(C(=O)NCc3cccs3)C2)cc2sccc21 (stereo unspecified)	-4%	-5%	1%	0%	24%	-9%	-2%	?	nt

Filtered by structure, the compounds so far containing a thiophene ring, fused or not (two)
nr	SMILES	GLS inhibitor	G9a block	Pin1 inhibitor	BLM inh	HP1b binding inh	BAZ2B inh	JMJD2A Tudor inh	Pol iota inh	Tb PGK inh
2	Cc1c(C(=O)N(C)C)sc2c1c(=O)n(-c1ccc(Cl)c(Cl)c1)c(=O)n2CC(=O)Nc1ccc(Br)cc1F	nt	-1%[59 µM]	3%	0%	51%[activator]	-1%	-16%	-14%	nt
24	Cn1c(C(=O)N2CCCC(C(=O)NCc3cccs3)C2)cc2sccc21 (stereo unspecified)	-4%	-5%	1%	0%	24%	-9%	-2%	?	nt

New compounds follow
nr	SMILES	GLS inhibitor	G9a block	Pin1 inhibitor	BLM inh	HP1b binding inh	BAZ2B inh	JMJD2A Tudor inh	Pol iota inh	Tb PGK inh
25	O=C(O)c1ccccc1-c1ccccc1C(=O)NCc1ccco1	-3%	50µM*	-18%	0%	15%	9%	-35%	13%	-3%
26	COc1ccc(-c2nc3sc(CCNC(=O)C(=O)Nc4c(C)cccc4C)c(C)n3n2)cc1	-4%	-2%[59 µM]	-12%	-7%	44%[activator]	-2%	-11%	-19%	-3%
27	COc1ccc(CCNS(=O)(=O)c2cccc3nsnc23)cc1OC	2%	-19%	5%	-4%	15%	-32%	-5%	3%	7%
28	Cc1ccc(NC(=S)N(Cc2cccc(Br)c2)CC2CCC(C(=O)O)CC2)cc1Cl (stereo unspecified)	-2%	?	-11%	-5%	-7%	-9%	-25%	88%[activator]	-11%
29	CC(OC(=O)C1CCN(S(=O)(=O)c2ccc3c(c2)OCCO3)CC1)C(=O)NC1(C#N)CCCCC1 (stereo unspecified)	-1%	nt	-3%	nt	25%	nt	-5%	7%	4%
30	COc1ccc(NC(=O)CN2CCN(c3ccccn3)CC2)cc1Cl	-1%	6%	4%	-4%	26%	-1%	-9%	16%	-8%
31	COc1cc(OC)nc(NC(=O)CSc2nnc(-c3ccccc3)n2C2CCCCC2)n1	11%	nt	1%	nt	19%	nt	-9%	-1%	9%
32	CCOc1ccccc1C(=O)NCC(c1ccc(N(C)C)cc1)N1CCCC1 (stereo unspecified)	2%	2%[12.7 µM]	-3%	4%	5%	?	-27%	24%	-3%
33	Fc1ccc(-n2c(=S)[nH]c3cccnc32)cc1	-17%	nt	-5%	5%	71µM*	5%	16µM*	43%[activator]	-9%
34	COc1ccc(CC(=O)Nc2nnc(-c3cccc([N+](=O)[O-])c3)s2)cc1	-3%	?	0%	1%	27%	6%	-8%	-8%	-2%
35	CCCCOc1ccc(C(=O)N2CCN(CCc3ccccn3)CC2)cc1	0%	-26%[59 µM]	9%	0%	36%[activator]	-14%	-13%	1%	10%
36	C=C(C)c1cccc(C(C)(C)NC(=O)N2CCN(c3ccc(OC)cc3)CC2)c1	29%	?	-1%	-2%	-11%	-10%	-12%	8%	-6%
37	O=C(NCCCO)/C(=C/c1ccc(-c2cccc([N+](=O)[O-])c2)o1)NC(=O)c1ccccc1	2%	nt	2%	-11%	2%	1%	-24%	135%[activator]	-1%
38	CCOc1ccc(OCCC(=O)N(CC)CC(=O)Nc2ccccc2C(F)(F)F)cc1	2%	?	-4%	nt	5%	-1%	-25%	29%	-10%
39	CCOc1cc(C2C3=C(CCCC3=O)NC3=C2C(=O)CCC3)cc(Cl)c1O	39%[activator]	?	-1%	-1%	17%	-22%	-12%	-11%	-6%
40	O=C(CN1C(=O)C2C3C=CC(C4CC34)C2C1=O)Nc1cnc2ccccc2c1 (stereo unspecified)	-2%	8%	-2%	3%	32%	-29%	-13%	?	-10%
41	CSc1nc(C)cc(Nc2c(C)cc(C)cc2C)n1	4%	-4%[59 µM]	8%	-6%	47%[activator]	-8%	0%	19%	3%
42	NC(=O)CN1CCOCCOCCN(CC(N)=O)CCOCCOCC1	9%	-34%[59 µM]	6%	-4%	7%	-2%	1%	?	0%
43	CCOC(=O)C1=C(CS(=O)(=O)c2ccc(C)cc2)NC(=O)NC1c1cc(OC)c(OC)c(OC)c1 (stereo unspecified)	22%	2%	-3%	-10%	9%	9%	-9%	31%[activator]	2%
44	COC(=O)Cc1cnc(NC(=O)C2C3CCC(C3)C2C(=O)O)s1 (stereo unspecified)	4%	-4%[59 µM]	2%	-20%	22%	3%	-24%	-1%	2%
45	O=C(OCc1ccccc1)N1CCC2CC1c1c(Cl)cccc12 (stereo unspecified)	-2%	nt	1%	nt	161%[activator]	nt	78%[activator]	13%	-9%
46	CC1(C)Cc2c(sc3ncn(N)c(=N)c23)CO1	19%	14%[59 µM]	1%	0%	14%	-1%	-11%	16%	26%
47	Cc1ccc(SCC(=O)NNC(=O)CCS(=O)(=O)c2ccc(C)cc2)cc1	-13%	nt	0%	nt	33%	nt	-8%	5%	7%
48	CCCn1nc(NC(=O)C2CCCO2)c2cc3cccc(C)c3nc21 (stereo unspecified)	0%	148%[activator][59 µM]	-4%	-4%	237%[activator]	99%[activator]	173%[activator]	-14%	-10%
49	NC(=O)c1cccc(C[C@H](C(=O)O)N2C(=O)c3ccc(C(=O)O)cc3C2=O)c1	nt	-2%[12.7 µM]	-6%	6%	nt	-4%	?	nt	nt
50	O=C(C(Cl)Cl)N1CC2CCC(CC2)C1	-3%	nt	4%	nt	36%	nt	-3%	-4%	-5%
51	Cc1cccc(NC(=O)C2CCCN2C(=O)NC2CCCCC2)c1 (stereo unspecified)	-6%	1%	2%	-3%	33%	-38%	-6%	23%	-6%
